Compound activity: PubChem BioAssay, The Scripps Research Institute Molecular Screening Center
CHO-K1 Ca antag = nonselective inhibitor or artifact in parental CHO-K1 cells | AID 602250 | ATP-induced calcium, Fluo-8 fluorescence | inhibition, % at 3 µM | 360,000 tested, 0.6% active;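 active = inhibition above a per-plate cutoff, the plate's mean sample inhibition plus 3 SD, cut at about 24% in these data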;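 note: 0% = DMSO plus EC80 ATP and 100% = DMSO alone without ATP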
M1 PAM parental = M1 PAM counterscreen hit in parental CHO-K1 cells; 360,000 tested, 0.02% active; activation, % at 3 µM; ATP EC20, Fluo-8 calcium fluorescence; 0% at ATP EC20, 100% at ATP max;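 active = activation above the run cutoff, the mean activation of all test compounds plus 3 SD, cut at about 40% in these data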;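 note: peak over basal fluorescence ratio in a 140 s read after ATP addition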
TAAR1 antagonist = human TAAR1 antagonism | Q96RJ0 | CHO RD-HGA16 TAAR1, Fluo-8 calcium fluorescence, antagonist | inhibition, % at 3 µM | 360,000 tested, 1.5% active;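 active = inhibition above a per-plate cutoff, the mean inhibition of test compounds on that plate plus 3 SD, cut at about 49% in these data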;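 note: 0% = DMSO plus EC80 beta-PEA response and 100% = DMSO alone without agonist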
Target sequence (Q96RJ0 whole entry, looked up): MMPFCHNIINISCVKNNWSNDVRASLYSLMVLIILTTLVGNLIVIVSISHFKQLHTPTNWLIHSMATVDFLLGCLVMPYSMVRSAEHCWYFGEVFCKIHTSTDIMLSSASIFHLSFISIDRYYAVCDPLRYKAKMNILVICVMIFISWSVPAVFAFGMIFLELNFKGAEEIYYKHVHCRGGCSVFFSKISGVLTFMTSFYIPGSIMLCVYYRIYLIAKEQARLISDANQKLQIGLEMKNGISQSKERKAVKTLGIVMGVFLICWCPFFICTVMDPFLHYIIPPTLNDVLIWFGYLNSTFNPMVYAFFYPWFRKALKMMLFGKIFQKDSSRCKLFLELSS
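Test system – hTAAR1-expressing CHO RD-HGA16 cells, Gα16-coupled · Reagent – β-PEA at EC80 concentration, post-compound challenge · Compound dosing – 3 µM, single point · Timing – 140 s kinetic read after compound, 140 s after agonist · Detection – Fluo-8 intracellular calcium dye fluorescence, real-time kinetic reads · Control set – DMSO and EC80 PEA controls · Repeats – n of 1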
OXTR agonist = human OXTR agonism. P30559. CHO-OTR cells, Fluo-8 calcium fluorescence; normalized: DMSO 0%, oxytocin 100%. activation, % at 3 µM. 320,000 tested, 0.32% active. AID 2435;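 active = activation above the mean of all tested compounds plus 3 SD, cutoff set per screening run, cut at about 20% in these data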;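 note: peak over basal fluorescence ratio from a 100 s FLIPR kinetic read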
M1 ag parental = counter-screen for M1 agonists: effect in parental CHO-K1 cells. Fluo-8 calcium fluorescence; scaled to maximal ATP response, vehicle zero. activation, % at 3 µM. 360,000 tested, 0.48% active; in the data active = activation above about 15%;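 note: untransfected CHO-K1 host cells lacking M1 receptor as counterscreen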
V1R ag counter = V1a receptor agonism, counter-screen for OXTR agonists; CHO-V1R cells, Fluo-8 calcium fluorescence, agonist mode; 0% DMSO, 100% 3 nM vasopressin; activation, % at 3 µM; P37288; 320,000 tested, 0.25% active;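 active = activation above the mean activation of all tested compounds plus 3 SD, per screening run, cut at about 20% in these data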;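 note: signal is peak over basal fluorescence ratio across a 100 second FLIPR read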
Target sequence (P37288 whole entry, looked up): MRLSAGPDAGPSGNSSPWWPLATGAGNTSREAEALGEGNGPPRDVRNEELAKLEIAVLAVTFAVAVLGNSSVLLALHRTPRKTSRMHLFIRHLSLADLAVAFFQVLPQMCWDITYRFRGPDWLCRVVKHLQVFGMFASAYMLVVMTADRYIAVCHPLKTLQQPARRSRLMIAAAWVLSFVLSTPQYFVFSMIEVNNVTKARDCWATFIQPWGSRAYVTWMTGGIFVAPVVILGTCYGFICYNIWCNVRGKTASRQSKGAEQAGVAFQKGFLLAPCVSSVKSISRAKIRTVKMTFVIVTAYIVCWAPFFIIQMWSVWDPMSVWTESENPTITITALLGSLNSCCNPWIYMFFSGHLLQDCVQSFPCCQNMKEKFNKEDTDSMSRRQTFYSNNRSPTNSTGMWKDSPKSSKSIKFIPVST
OXTR potentiator = human OXTR potentiation; P30559; CHO-OTR cells, Fluo-8 calcium fluorescence, potentiator mode; 0% = oxytocin EC15, 100% = EC100; activation, % at 3 µM; 320,000 tested, 0.061% active; AID 2445;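 active = activation above that plate's cutoff, the mean activation of tested compounds plus 3 SD, cut at about 6.6% in these data, passing the limit was not always enough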;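 note: 100% uses oxytocin at 75 nM as the full agonist control; some results filed as inactive read as strong as hits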
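Material: human OTR in CHO cells. Compound: 3.0 µM, one dose. Timing: compound 6 min at room temperature before oxytocin, 100 s read. Evaluation: % activation of max/min ratio relative to oxytocin controls. Replication: single well per compound, singlicate. Signal: Fluo-8 calcium dye fluorescence.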
GPR7 antagonist = human neuropeptides B/W receptor 1 antagonism; P48145; GPR7-expressing cells, fluorescence antagonist assay; inhibition, % at 4.4 µM; 290,000 tested, 1.1% active; AID 1861; in the data active = inhibition above about 16%, passing the limit was not always enough;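 note: cells stimulated with the agonist NPW; 0% = agonist with vehicle and 100% = vehicle without agonist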
Target sequence (P48145 whole entry, looked up): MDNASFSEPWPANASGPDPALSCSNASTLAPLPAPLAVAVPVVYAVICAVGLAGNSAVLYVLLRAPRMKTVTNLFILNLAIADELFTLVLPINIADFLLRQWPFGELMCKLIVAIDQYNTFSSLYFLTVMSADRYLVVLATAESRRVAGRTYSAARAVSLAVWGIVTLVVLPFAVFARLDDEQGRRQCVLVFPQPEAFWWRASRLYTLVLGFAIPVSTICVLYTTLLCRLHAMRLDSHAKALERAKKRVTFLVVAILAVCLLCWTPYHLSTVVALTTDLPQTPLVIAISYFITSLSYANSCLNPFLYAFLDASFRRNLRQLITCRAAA
CHO parental Ca = signal in parental CHO cells, OX1R antagonist counter-screen. parental CHO-K1, ATP-induced calcium, Fluo-8 fluorescence. inhibition, % at 5.6 µM. 330,000 tested, 0.63% active;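 active = inhibition above that plate's mean sample inhibition plus 3 SD, cut at about 26% in these data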;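 note: 0% = ATP-challenged DMSO wells and 100% = DMSO wells without ATP; some compounds past the cut are filed as inactive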
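Test system: parental CHO cells; detection: calcium-sensitive Fluo-8 fluorescence; evaluation: percent inhibition of calcium signal; also added: ATP as calcium-mobilizing challenge; repeats: one well per compound; control set: ATP-challenged DMSO wells low, unchallenged DMSO wells high; compound: single nominal dose of 5.6 µM per compound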
* = called active by the depositor; nt = not tested or not shown; & = joins results of further samples; ! = not active in a repeat.

1	CC1(C)Cc2nc3sc(C(=O)NCCCO)c(N)c3cc2CS1
2	C(=N\Nc1nc(-c2ccccc2)cs1)/c1cccs1
3	CN(c1nc2nonc2nc1NC1CC1)C1CCOC1 (stereo not drawn)
4	Cc1sc2c(c1C)c(=O)n(-c1ccc(F)cc1)c(=O)n2CC(=O)NCc1ccco1
5	CC(C)C(=O)Nc1c(C(=O)c2ccc(F)cc2)oc2ccccc12
6	CCOC(=O)C1(Cc2ccccc2)CCN(Cc2ccon2)CC1
7	O=C(O)COc1ccccc1/C=N/NC(=O)c1ccc2c(c1)OCCO2
8	COCCNC(=S)N1CCN(C)CC1

screen / no.,1,2,3,4,5,6,7,8
CHO-K1 Ca antag,-3,1,-6,1,-3,-4,-2,-10
M1 PAM parental,11,10,-2,-6,10,13,0,6
TAAR1 antagonist,3,-8,-5,-12,-13,2,-26,1
OXTR agonist,1.0,-1.0,-0.5,nt,-1.7,0.8,-0.4,1.0
M1 ag parental,0.1,0.1,-0.1,0.3,-0.2,0.6,-0.2,-0.3
V1R ag counter,1.1,-0.8,0.2,nt,-1.3,1.1,-0.2,-0.5
OXTR potentiator,-5,-16,-7,nt,-1,2,-8,-5
GPR7 antagonist,2,12,1,-9,-16,6,4,-10
CHO parental Ca,0,-14,-6,nt,-19,-21,1,-3

9	Fc1ccc(CN2CCSCC2)cc1F
10	CC1CN(CCOc2ccccc2[N+](=O)[O-])CC(C)O1 (stereo not drawn)
11	Cc1cccc(C)c1-n1nnnc1C1(C)CCC(=O)N1CC1CCCCC1 (stereo not drawn)
12	O=C(O)[C@H](Cc1ccccc1)N1C(=O)c2c(Cl)c(Cl)c(Cl)c(Cl)c2C1=O
13	CCOC(=O)c1[nH]c2ccccc2c1N=C(C)N(CC)CC
14	O=C(NCc1ccccn1)Nc1cccc(NC(=O)NCc2ccccn2)c1
15	Cc1cccc2c1-c1sc(C(=O)NCCCN3CCc4ccccc4C3)cc1CO2
16	c1ccc(CNCCCNCCCCNCCCNCc2ccccc2)cc1

screen / no.,9,10,11,12,13,14,15,16
CHO-K1 Ca antag,2,-3,-3,-8,-12,-7,-5,-8
M1 PAM parental,9,-11,3,12,16,7,-9,4
TAAR1 antagonist,14,0,-22,-14,11,9,9,-3
OXTR agonist,0.0,0.8,nt,-0.6,1.8,-0.5,0.0,nt
M1 ag parental,0.3,0.2,-0.7,0.5,1.0,-0.2,0.3,0.3
V1R ag counter,0.1,0.6,nt,-0.4,1.6,-0.9,-0.7,nt
OXTR potentiator,-6,4,nt,0,-7,-8,-6,nt
GPR7 antagonist,-4,-1,nt,-2,-13,-11,-8,nt
CHO parental Ca,-9,1,nt,-7,-13,-8,-33,nt

17	COc1ccc(C)cc1N(CC(=O)Nc1cccc(N(C)S(C)(=O)=O)c1)S(C)(=O)=O
18	Brc1ccc2c(c1)C(C1=NCCN1)c1ccccc1CS2 (stereo not drawn)
19	CCCCc1ccc(NC(=S)NCCCN2CCOCC2)cc1
20	O=C(N/N=C/c1cccc(Cl)c1)C(c1ccncc1)N1CCOCC1 (stereo not drawn)
21	CCCn1c(N)c(N(CCOC)C(=O)COC(=O)c2ccccc2NCCO)c(=O)[nH]c1=O
22	CC(=O)NC(Cc1ccc(C)cc1)C(=O)NC1CCN(C(=O)c2ccc([N+](=O)[O-])cc2)CC1 (stereo not drawn)
23	COc1cc(CNn2nnnc2N)cc(Br)c1OCc1c(Cl)cccc1Cl
24	Cc1ccc(NS(=O)(=O)c2ccc3c(c2)NC(=O)CCS3)cc1C

screen / no.,17,18,19,20,21,22,23,24
CHO-K1 Ca antag,-6,-5,1,-13,6,4,-6,0
M1 PAM parental,16,12,24,7,-8,-3,11,14
TAAR1 antagonist,-4,-6,-17,-29,-5,-2,13,21
OXTR agonist,0.5,3.6,5.4,-0.1,0.5,0.2,13,7.1
M1 ag parental,2.9,1.2,11,1.2,0.5,0.1,2.6,11
V1R ag counter,-0.1,1.3,3.2,0.5,0.2,0.6,8.0,9.2
OXTR potentiator,-1,2,-8,-9,-1,-9,-8,-6
GPR7 antagonist,0,-3,6,-4,nt,-7,6,-10
CHO parental Ca,-18,-12,-17,-4,10,4,1,-13

Fetched one by one from the entries so far:
19	CCCCc1ccc(NC(=S)NCCCN2CCOCC2)cc1
18	Brc1ccc2c(c1)C(C1=NCCN1)c1ccccc1CS2 (stereo not drawn)

screen / no.,19,18
CHO-K1 Ca antag,1,-5
M1 PAM parental,24,12
TAAR1 antagonist,-17,-6
OXTR agonist,5.4,3.6
M1 ag parental,11,1.2
V1R ag counter,3.2,1.3
OXTR potentiator,-8,2
GPR7 antagonist,6,-3
CHO parental Ca,-17,-12

Further records follow:
25	CCOc1cc(CNCCN2CCOCC2)ccc1OCc1ccccc1Cl
26	COc1ccc(-c2noc(CCC(=O)N3CCC(C)CC3)n2)cc1
27	C=CCSc1nc2sc3c(c2c(=O)n1CC=C)CCc1ccccc1-3
28	Nn1c(SCC(=O)NC2CCCCCC2)nnc1C(F)(F)F
29	Clc1ccc(N2CCN(Cc3ccco3)CC2)cc1
30	Cc1nnc(SCC2=C(C(=O)O)N3C(=O)C(NC(=O)Cn4cnnn4)C3SC2)s1 (stereo not drawn)
31	CCN(C[C@H]1N[C@@](CC)(C(=O)OC)[C@H]2C(=O)N(Cc3ccccc3)C(=O)[C@@H]12)C(=O)Nc1ccc(OC)cc1
32	C=COCCCNc1ncnc2sc(-c3ccccc3)cc12

screen / no.,25,26,27,28,29,30,31,32
CHO-K1 Ca antag,10,10,1,-19,-2,8,-17,-6
M1 PAM parental,-24,-4,-4,20,-1,-10,20,9
TAAR1 antagonist,-26,12,-2,-7,-12,-26,-21,22
OXTR agonist,4.1,1.2,-1.0,1.0,-1.1,1.0,0.8,-0.8
M1 ag parental,1.4,0.4,0.0,0.8,0.1,0.8,0.0,2.2
V1R ag counter,2.4,1.1,-0.8,0.0,0.8,0.8,1.6,2.6
OXTR potentiator,5,-1,-8,0,-5,0,4,-15
GPR7 antagonist,21,0,-14,nt,-10,-12,nt,8
CHO parental Ca,-4,-8,-31,-16,-5,-5,-23,-13

Reformatted with two lines to a compound: four of the compounds above
Every second line gives: CHO-K1 Ca antag, M1 PAM parental, TAAR1 antagonist, OXTR agonist, M1 ag parental, V1R ag counter, OXTR potentiator, GPR7 antagonist, CHO parental Ca
[2] C(=N\Nc1nc(-c2ccccc2)cs1)/c1cccs1
→ 1, 10, -8, -1.0, 0.1, -0.8, -16, 12, -14
[15] Cc1cccc2c1-c1sc(C(=O)NCCCN3CCc4ccccc4C3)cc1CO2
→ -5, -9, 9, 0.0, 0.3, -0.7, -6, -8, -33
[32] C=COCCCNc1ncnc2sc(-c3ccccc3)cc12
→ -6, 9, 22, -0.8, 2.2, 2.6, -15, 8, -13
[24] Cc1ccc(NS(=O)(=O)c2ccc3c(c2)NC(=O)CCS3)cc1C
→ 0, 14, 21, 7.1, 11, 9.2, -6, -10, -13

Next section:
33	Cc1ccc(C)c(NC(=O)CN(C)C(=O)c2cc(S(=O)(=O)N3CCOCC3)ccc2N2CCCC2)c1
34	COc1ccccc1-c1nnc(NC(=O)Cc2ccccc2)o1
35	O=C(COC(=O)c1ccc(S(=O)(=O)NCc2ccco2)cc1)Nc1ccc(OC(F)F)cc1
36	O=C(CNCC(=O)Nc1ccc(F)c(F)c1F)Nc1ccc(F)c(F)c1F
37	O=C(O)CSc1nnc(Cc2ccccc2)n1-c1ccccc1
38	CCN(CC)CCNc1ncnc2c1sc1nc(N3CCOCC3)c3c(c12)CCCC3
39	CCN(CC)CCN1C(=O)C2C(C(=O)Nc3ccc(Br)cc3)C3C=CC2(O3)C1C(=O)NC1CCCCC1 (stereo not drawn)
40	Cc1ccc(C2=N/C(=C\c3cccc(F)c3)C(=O)O2)cc1

screen / no.,33,34,35,36,37,38,39,40
CHO-K1 Ca antag,-5,-7,10,-15,2,14,-12,-7
M1 PAM parental,22,-10,-5,7,10,-2,8,14
TAAR1 antagonist,7,-11,15,-17,2,-34,5,6
OXTR agonist,-0.1,0.1,0.0,-0.7,-0.1,3.7,0.9,0.3
M1 ag parental,1.9,1.2,0.7,2.1,-0.4,0.6,0.0,0.9
V1R ag counter,-1.0,0.9,1.6,2.8,-0.3,0.6,-0.5,0.1
OXTR potentiator,-9,-4,-9,-1,-2,4,1,-5
GPR7 antagonist,-6,-3,4,-4,2,-3,-1,-2
CHO parental Ca,-4,2,-2,-7,1,-15,-12,-15

41	Cc1ccsc1-c1nc(CN2CCN(C)C(=O)[C@@H]2C)c(C)o1
42	C=CCN(C(=O)c1ccccc1)c1ccc(OC)cc1
43	CCOc1ccc(C(C)=O)cc1COC(=O)c1ccc2c(c1)NC(=O)CS2
44	Cc1ccc(C(=O)Nc2c(-c3cccs3)nc3cc(C)ccn23)cc1
45	CCc1nc2ccc(C(=O)NCc3ccccc3OC)cn2c1N(CCC(C)C)CCN(C)C
46	CC(CCC(C)C(C)(C)C)[C@@H]1CC[C@H]2C3C[C@H](OS(O)(=S)=S)[C@H]4C[C@H](OS(O)(=S)=S)[C@@H](OS(O)(=S)=S)C[C@]4(C)[C@H]3CC[C@]12C (stereo partly drawn) (tested in a mixture with another compound)
47	CCC(C)N(C(=O)CSc1nncn1C)C1CCS(=O)(=O)C1 (stereo not drawn)
48	COc1cc(C2OCC3C(c4ccc(OC5OC(CO)C(O)C(O)C5O)c(OC)c4)OCC23)ccc1O (stereo not drawn)

screen / no.,41,42,43,44,45,46,47,48
CHO-K1 Ca antag,-15,22,1,-8,-9,-21,-9,-4
M1 PAM parental,19,-6,9,13,-8,46*,9,6
TAAR1 antagonist,-6,-7,52*,12,-10,nt,11,-9
OXTR agonist,-0.5,-1.8,5.2,0.4,nt,58*,1.9,-0.1
M1 ag parental,1.2,-0.5,3.8,3.1,0.7,24*,0.6,0.5
V1R ag counter,-0.5,-0.8,5.4,0.2,nt,71*!,0.3,0.3
OXTR potentiator,-4,-6,-10,-5,nt,-13&-12,1,-2
GPR7 antagonist,-5,4,nt,-11,nt,nt,nt,-13
CHO parental Ca,-28,-3,-11,-31,nt,84*,7,-4

49	CN1C(C(=O)NCc2cccs2)=CC(c2ccc(F)cc2)=NS1(=O)=O
50	O=C(O)c1ccc2nc(-c3ccccc3)c(-c3ccccc3)nc2c1
51	CCOc1cc(/C=N/NC(=O)C2CCCC2)ccc1O
52	O=C(NCc1cccnc1)/C(=C\c1ccc(-c2ccc(Cl)c(Cl)c2)o1)S(=O)(=O)c1ccccc1

screen / no.,49,50,51,52
CHO-K1 Ca antag,-6,-5,-4,5
M1 PAM parental,14,15,17,11
TAAR1 antagonist,14,-9,-23,28
OXTR agonist,3.3,-1.9,0.0,-0.6
M1 ag parental,6.6,0.5,0.7,2.8
V1R ag counter,5.7,0.3,0.3,1.1
OXTR potentiator,-6,-7,-6,-7
GPR7 antagonist,7,13,-13,31*
CHO parental Ca,-16,-9,1,1
